Bioassay records from PubChem BioAssay.
KDM5B inh = Primary screen for KDM5B Histone Demethylases FDH-coupled qHTS. 220,000 compounds, 2.6% hits. Potency, µM (titrated, usually from 57.7 µM), for the others: top-dose activity change, negative = inhibition, most hits filed as inhibitors. Lysine-specific demethylase 5B (Homo sapiens), Q9UGL1. KDM5B demethylase, FDH-coupled NADH fluorescence (FDH is formaldehyde dehydrogenase); active means well fitted inhibition curve with a large enough effect; inconclusive means small, poorly fitted or top-dose-only effect; inactive means no such curve, though single readings can be large or run the other way; further: 0% is about no effect; nearly all actives have a fitted effect of over 70% in size
Target sequence (Q9UGL1 whole entry, looked up): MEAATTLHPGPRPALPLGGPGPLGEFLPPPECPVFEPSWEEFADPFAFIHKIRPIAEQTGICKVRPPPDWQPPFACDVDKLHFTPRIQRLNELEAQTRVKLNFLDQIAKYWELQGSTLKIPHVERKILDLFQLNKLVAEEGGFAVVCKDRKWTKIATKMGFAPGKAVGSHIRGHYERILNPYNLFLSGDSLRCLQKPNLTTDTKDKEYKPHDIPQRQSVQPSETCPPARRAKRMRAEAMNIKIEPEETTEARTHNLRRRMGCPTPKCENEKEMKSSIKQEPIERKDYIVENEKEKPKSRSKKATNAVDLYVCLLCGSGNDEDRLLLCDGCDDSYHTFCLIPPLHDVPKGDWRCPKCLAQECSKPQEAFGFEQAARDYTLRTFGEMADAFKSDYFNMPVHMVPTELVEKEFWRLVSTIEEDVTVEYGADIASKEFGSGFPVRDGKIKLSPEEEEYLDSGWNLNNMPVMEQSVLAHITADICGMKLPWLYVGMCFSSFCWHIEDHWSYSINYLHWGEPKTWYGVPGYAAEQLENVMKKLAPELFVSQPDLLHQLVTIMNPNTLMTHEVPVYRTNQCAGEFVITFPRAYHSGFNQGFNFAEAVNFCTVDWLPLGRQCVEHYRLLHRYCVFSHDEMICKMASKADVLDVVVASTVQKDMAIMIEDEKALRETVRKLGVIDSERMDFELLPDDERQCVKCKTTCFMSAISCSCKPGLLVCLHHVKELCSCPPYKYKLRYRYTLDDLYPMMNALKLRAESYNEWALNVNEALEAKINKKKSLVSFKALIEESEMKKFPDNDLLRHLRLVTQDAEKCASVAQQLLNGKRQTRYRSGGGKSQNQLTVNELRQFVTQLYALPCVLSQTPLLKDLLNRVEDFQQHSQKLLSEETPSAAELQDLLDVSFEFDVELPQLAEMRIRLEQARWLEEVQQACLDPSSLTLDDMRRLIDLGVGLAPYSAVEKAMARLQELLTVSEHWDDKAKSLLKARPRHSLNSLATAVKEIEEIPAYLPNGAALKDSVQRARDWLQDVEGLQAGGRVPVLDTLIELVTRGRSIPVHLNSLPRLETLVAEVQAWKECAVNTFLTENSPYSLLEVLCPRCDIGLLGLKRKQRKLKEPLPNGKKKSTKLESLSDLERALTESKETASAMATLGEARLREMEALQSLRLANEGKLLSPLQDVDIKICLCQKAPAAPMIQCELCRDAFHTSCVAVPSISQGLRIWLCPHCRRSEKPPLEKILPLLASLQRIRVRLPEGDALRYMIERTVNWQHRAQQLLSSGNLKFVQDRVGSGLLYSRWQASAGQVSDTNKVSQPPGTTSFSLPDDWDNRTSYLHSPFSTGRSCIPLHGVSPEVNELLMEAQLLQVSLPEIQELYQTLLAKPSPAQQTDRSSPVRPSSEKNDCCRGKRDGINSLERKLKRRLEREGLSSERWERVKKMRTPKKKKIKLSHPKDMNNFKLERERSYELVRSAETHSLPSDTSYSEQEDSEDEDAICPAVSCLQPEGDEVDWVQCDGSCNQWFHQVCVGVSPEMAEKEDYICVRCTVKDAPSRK
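Measured: NADH fluorescence change, 30 min, RT. System: KDM5BΔAP 200 nM final, H3K4me3 peptide, α-KG, Fe(II), ascorbate, NAD⁺ plus FDH, pH 7.5 HEPES. Compounds: titrated, 10 min pre-incubation with enzyme.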
* hit, by the source's call; ? = inconclusive; [ ] = remark or other dose. Potency means the concentration at half of the fitted maximal effect. Only part of the results is shown. The share of hits here may be higher or lower than overall.

SMILES | KDM5B inh
Cc1ccc(NC(=O)c2ccc3c(c2)C(O)CCCCCN3C)cc1 (stereo not drawn) | ?
COc1cc(/C=N/NC(=O)C[n+]2ccccc2)cc(OC)c1OC(C)=O | 19%
Cc1ccc(C)c(NC(=O)CN(C)C(=O)COc2cccc(F)c2)c1 | -8%
COCCC(=O)N[C@H]1CC[C@]2(C)CC[C@@H](C(C)C(=O)NC3CC3)[C@H](O)[C@H]2[C@@H]1C (stereo partly drawn) | -1%[86.2 µM]
Cc1ccccc1CNC(=O)c1nn(-c2ccccc2Cl)nc1CO | 13%
CC(C)C(Br)C(=O)Nc1cc(Cl)ccc1Cl (stereo not drawn) | 20%
CC1CCCCN1Cc1cc(=O)oc2cc(-c3ccccc3)c(O)cc12 (stereo not drawn) | ?
CCc1ccc(N2CC(c3noc(-c4cccc(OC)c4OC)n3)CC2=O)cc1 (stereo not drawn) | ?
CC1(C)C(=O)Nc2ccccc2N1C(=O)COC(=O)c1cccs1 | 14%
COc1cc(OC)cc(C(=O)N2CCCC3(C2)Nc2cccnc2NC3=NC2CCCC2)c1 (stereo not drawn) | 28µM*
CN(C(=O)c1ccc(F)cc1)C1CCCCC1 | 2%
COCC1CN(C(C)=O)CC12CCN(C(=O)c1ccc(C)c(F)c1)CC2 (stereo not drawn) | -27%
CCn1nc(C(=O)N(C)CCOc2cccc(C)c2)c2ccccc2c1=O | -8%
Cc1cccc(-n2nc(C)c(CCC(=O)N3CCSCC3)c2Oc2ccc(F)cc2F)c1 | -8%
O=c1cc(CSc2ncn[nH]2)[nH]c2c(Cl)cccc12 | ?
COc1ccccc1-c1nnc([C@H]2CCN(Cc3cccnc3)C2)o1 | ?
Cc1cc2oc(C(=O)Nc3ccc(F)cc3)cc(=O)c2cc1C | 9%
CC1(C)CC(NC(=O)C2CCC(CNC(=O)CNC(=O)c3ccccc3)CC2)CC(C)(C)N1 (stereo not drawn) | 20%
COc1ccc(CNc2nc(-c3ccc(Cl)cc3)nn2S(=O)(=O)c2ccc(C)cc2)cc1 | 3%
COc1ccccc1NC(=O)CSc1nnc(CN2CCCCC2)n1-c1ccc(F)cc1 | 18%
CCc1ccc(OCCSc2nc3ccccc3n2CC(=O)N2CCCCC2)cc1 | -19%
CCCCNC(=O)Cc1n[nH]c(=O)c2ccccc12 | 11%
OC[C@@H]1CNC[C@H]1C1CCN(Cc2ccc(Br)s2)CC1 | ?
O=S(=O)(c1ccc(Cl)cc1)N1CCN(c2nc(-c3cccs3)nc3ccccc23)CC1 | ?
O=C(NCc1nnc2n1CCCCC2)c1nn(Cc2ccccc2)c(=O)c2ccccc12 | -21%

Going on with the list:
SMILES | KDM5B inh
COc1cc(NC(=O)Cn2nnnc2-c2ccccc2F)cc(OC)c1OC | -6%
O=C(c1cccnc1)N1CCC(Oc2cccnc2)C1 (stereo not drawn) | -6%
O=C(O)c1ccc(CN2CCC(c3cc(N4CCCC4)ncn3)CC2)cc1 | -17%
O=C(Nc1ccccc1Br)c1cc(-c2cccnc2)nc2ccccc12 | 6%
O=C(C1CC1)N1CCN(c2nc(-c3ccccc3)c3ccccc3n2)CC1 | -21%
O=C(NC1CCCc2ccccc21)C1CC=CCC1 (stereo not drawn) | 17%
N#CC1(C#N)CC2(O)NC(=O)C1(C#N)C(c1ccccc1)C2Br (stereo not drawn) | -13%
Cc1ccc(NC(=O)N2CC3CC(C2)[C@H]2CCCC(=O)N2C3)cc1 (stereo partly drawn) | 30%
Cc1cccc(CSc2nc3c(c(=O)[nH]2)C(c2cccc(O)c2)CC(=O)N3)c1 (stereo not drawn) | -19%
Cc1ccccc1CNC[C@H]1O[C@@H]2C[C@@H](CC(=O)NCc3nccn3C)O[C@@H]2[C@@H]1O | 21%[86.2 µM]
O=C(NCCc1ccccc1F)NC1CC1 | -7%
CCn1c(SCC(=O)Nc2ccc(Cl)cn2)nc2ccccc21 | -6%
CNC(=O)N1CC(c2noc(C3CCCN3C(=O)c3ccc(C)s3)n2)C1 (stereo not drawn) | 1%
COc1ccc(-c2nn(-c3ccccc3)cc2/C=N/Nc2ccc(Cl)c(C(=O)O)c2)cc1OC | -10%
Nc1ccsc1C(=O)N1CCC2(CCC(=O)N(CC3CCCO3)C2)CC1 (stereo not drawn) | -28%
CCOc1ccc(CCNC(=O)CN2N=C(c3ccccc3)CCC2=O)cc1OCC | -19%
Cc1cccc(OCC(=O)N2CCC3(CC2)NC(=O)N(Cc2ccc(F)cc2)C3=O)c1 | 31%
CN1CC(c2ccccc2)CC2(CCN(C(=O)CCS(C)(=O)=O)CC2)C1 (stereo not drawn) | 8%
COCCN1C[C@H]2CN(C(=O)c3ccccc3OC)CCN2C1=O | -20%[86.2 µM]
O=C(O)Cn1ccc2cc(OCC3CCN(C(=O)Cc4ccccc4)CC3)cnc21 | 40µM*
Fc1ccc(-c2cc(-c3ccccc3)c3c(n2)-c2ccccc2OC3)cc1 | -120%
CC12CCC(C/C1=N\OC(=O)c1c(F)cccc1F)C2(C)C (stereo not drawn) | 24%
CC(=O)N1CCN(Cc2nnc(C(=O)N3CCC[C@@H]3c3cccc(F)c3)n2-c2ccccc2)CC1 | -8%
CCc1ccc(C(=O)N2[C@@H]3CC[C@H]2CC(NC(=O)c2cnc(C)cn2)C3)cc1 (stereo partly drawn) | -6%
O=C(NCCc1ccccc1)c1cc(-c2ccncc2)nc2ccccc12 | 0%

Among those listed so far, these contain bromine:
SMILES | KDM5B inh
CC(C)C(Br)C(=O)Nc1cc(Cl)ccc1Cl (stereo not drawn) | 20%
OC[C@@H]1CNC[C@H]1C1CCN(Cc2ccc(Br)s2)CC1 | ?
O=C(Nc1ccccc1Br)c1cc(-c2cccnc2)nc2ccccc12 | 6%
N#CC1(C#N)CC2(O)NC(=O)C1(C#N)C(c1ccccc1)C2Br (stereo not drawn) | -13%

More structures follow:
SMILES | KDM5B inh
Cc1ccc(N2CCC(NC(=O)Cc3ccccc3C)C2=O)cc1 (stereo not drawn) | -1%
CCOc1ccc(CCNC(=O)c2cnc3c(-c4ccccc4)c(C)nn3c2C)cc1OCC | ?
CC(=O)N1CCN(c2cc(-c3ccccc3)nc3c(C)noc23)CC1 | 0%[86.2 µM]
Cn1nc(C(=O)NN2C(=O)NC(c3ccccc3)(c3ccccc3)C2=O)c2ccccc2c1=O | 3%
Cc1nonc1CC(=O)N1CCc2ccc(S(=O)(=O)NCCC(C)O)cc2C1 (stereo not drawn) | -7%
CCn1cc(CN2CCCC(c3nc4c(C)cccc4[nH]3)C2)cc1C#N (stereo not drawn) | 36%[activator]
CCN(CC)c1ccc(NC(=O)c2ccc3nc[nH]c3c2)cc1 | -3%
CCC(=O)N1CCc2c(C(=O)Nc3cc(OC)cc(OC)c3)cccc21 | 13%
CN[C@H]1C[C@H]2c3[nH]c4cccc(-c5cccc(F)c5)c4c3CCN2C(=O)[C@H]1[C@H](C)O | ?
Cc1ccccc1CCNC(=O)Cn1ncc2ccccc2c1=O | -6%
CCOc1ccc(Cn2cc(F)c(=O)[nH]c2=O)cc1 | 34%
Cc1ccc(C(=O)Nc2ccc(Nc3ccccc3)cc2)cc1C | -12%
CCn1cc(S(=O)(=O)Nc2ccc(F)c(F)c2)cn1 | 7%
Cc1ncccc1C(=O)NC1CCN(C(=O)N2CC3CC(C2)[C@H]2CCCC(=O)N2C3)CC1 (stereo partly drawn) | 18%
O=C(Nc1nc(-c2cccc3ccccc23)cs1)c1ccccn1 | 9%
O=C(O)C(c1c[nH]c2ccc(Cl)cc12)N1CCN(c2cccc(Cl)c2)CC1 (stereo not drawn) | -10%
O=C(c1ccco1)N1CCN(/C=C/C(=O)C(F)(F)F)CC1 | 3%
O=C(N[C@H](c1cccs1)C1CC(O)C1)c1cccc(-n2cccn2)c1 (stereo partly drawn) | 34%
CC1=C(C(=O)NCc2ccccc2Cl)C2(CCCCCC2)OC1=O | -14%
CCc1n[nH]c(CC2CCN(C(=O)Cc3cccc(F)c3)CC2)n1 | 13%
OC12CC3CC(C1)CC(NCc1ccc(-c4ccccc4)cc1)(C3)C2 | 13%
O=C(Cn1c(=O)n(-c2ccccc2)c(=O)c2sc3ccccc3c21)NC1CCCC1 | ?
O=C(NCCCN1CCN(c2ccc(F)cc2)CC1)c1cc2c(s1)-c1ccccc1OC2 | ?
c1ccc(-c2ccn[nH]2)cc1 | -2%
Cc1ccc(S(=O)(=O)N2C3CCCC2CC(=O)C3)cc1 | 15%[86.2 µM]

Printed as active in KDM5B inh, among the entries above:
SMILES | KDM5B inh
COc1cc(OC)cc(C(=O)N2CCCC3(C2)Nc2cccnc2NC3=NC2CCCC2)c1 (stereo not drawn) | 28µM*
O=C(O)Cn1ccc2cc(OCC3CCN(C(=O)Cc4ccccc4)CC3)cnc21 | 40µM*

The listing continues:
SMILES | KDM5B inh
COc1cccc(C(=O)OC(C)C(=O)C23CC4CC(CC(C4)C2)C3)c1OC (stereo not drawn) | 18%
CN(c1nnc(NC(=O)Nc2ccccc2C(F)(F)F)s1)C1CCCCC1 | -21%
COc1ccc(OCC(=O)Nc2ccc(-c3nc4ccccc4o3)cc2)cc1 | 3%
CN(CCN1CCOCC1)Cc1nc(-c2ccccc2)no1 | 11%
Cc1noc([C@@H]2Cc3nc[nH]c3CN2C(=O)Nc2ccccc2)n1 | 5%[86.2 µM]
COc1ccc(-c2ccc(Cn3ccnc3)cn2)c2ccc(C)nc12 | 25µM*
COc1ccc(OC)c(NC(=O)COC(=O)CCS(=O)(=O)c2ccc(Cl)cc2)c1 | ?
COc1cc(C#N)cc(Br)c1OCc1ccccc1 | 16%
COc1ccc(-c2cc(C(F)(F)F)nc(SCC(=O)N(C)Cc3ccccc3)n2)cc1OC | ?
CC1Cc2ccccc2N1C(=O)CCc1ncc(-c2c(F)cccc2F)o1 (stereo not drawn) | 12%
COCCn1c(SCc2ccccc2F)nnc1-c1ccccc1 | 20%
CCCNC(=O)c1cnc2sc(N3CCCCCC3)nn2c1=O | ?
O=C(NCCc1ccccc1)C1Cn2cccc2C(=O)N1Cc1ccccc1 (stereo not drawn) | -14%
O=C1NCCCCCCN(C(=O)CC2CCCCC2)[C@H]2C[C@H](c3nc(-c4cccnc4)no3)C[C@@H]12 | -20%
COc1ccccc1CNC(=O)C1CCN(c2cc(C(F)(F)F)ncn2)CC1 | -12%
Cc1ccc2oc([C@H]3CCN(Cc4ccc(C(F)(F)F)cc4)C3)nc2c1 | -24%[86.2 µM]
Cc1ccc(C(=O)N2CCCCCC2c2nnc(-c3ccccc3)o2)cn1 (stereo not drawn) | -4%
O=C(CSc1nc2ccccc2n1Cc1cccc(F)c1)N1CCN(c2ccc(F)cc2)CC1 | 9%
CC(C)c1cnc2c(c1SCC(=O)NC(C)(C)C)c(=O)n(C)c(=O)n2C | 1%
CC(=O)N1CC2(CCN(Cc3cscn3)CC2)CC1C(=O)O (stereo not drawn) | -14%
Cn1nccc1C(=O)N1CCC(Oc2ccccc2-c2nc(-c3ccccc3)no2)C1 (stereo not drawn) | ?
c1ccc2[nH]c(-c3nn4c(C5CCCCC5)nnc4s3)cc2c1 | ?
CN(C)CCC#CC(O)(c1ccccc1)C1CCCCC1 (stereo not drawn) | 22%
COc1cccc(OCc2nc3c(n2Cc2ccccc2)C(=O)N(CCOc2ccccc2)CCN3)c1 | ?
O/N=C/c1cn(Cc2ccc(F)cc2)c2ccccc12 | -21%

Brought forward from above: 4 entries, then new ones.
SMILES | KDM5B inh
c1ccc2[nH]c(-c3nn4c(C5CCCCC5)nnc4s3)cc2c1 | ?
CN(C)CCC#CC(O)(c1ccccc1)C1CCCCC1 (stereo not drawn) | 22%
COc1cccc(OCc2nc3c(n2Cc2ccccc2)C(=O)N(CCOc2ccccc2)CCN3)c1 | ?
O/N=C/c1cn(Cc2ccc(F)cc2)c2ccccc12 | -21%
O=C(CSc1nc2cc3c(cc2c(=O)n1Cc1ccco1)OCO3)Nc1ccc(F)cc1 | -41%
CN(C)C[C@@H]1CN(c2ncccn2)C[C@H]1NC(=O)CCCc1ccccc1 | 32µM*
CN(C)S(=O)(=O)c1ccc2c(c1)CCN2Cc1cc(C#N)ccc1F | 12%
Cc1oc2ccc(OCc3c(Cl)cccc3Cl)cc2c1C(=O)O | 1%
Cc1ccc(-c2nc3c4ccccc4n(CC(=O)NCc4ccc(F)cc4)c(=O)n3n2)cc1 | -5%
O=C(NC1CCCCC1)O[C@@H]1CO[C@H]2[C@@H]1OC[C@@H]2n1nnnc1Sc1ccccc1 | 18%[86.2 µM]
COc1ccc(C(=O)N2CC[C@H]3CC(=O)N(c4ccccc4)CC[C@H]3C2)cc1 | 36%[activator][86.2 µM]
COc1ccc(N2CCC(N3CCC4(CC(=O)NC4=O)C3)CC2)cc1 (stereo not drawn) | -12%
CC(C)(C)SCCNC(=O)/C=C/c1ccccc1 | 19%
CCCC12CN3CC(CCC)(CN(C1)C3c1ccco1)C2=O (stereo not drawn) | -5%
CCCCOc1ccc(C(=O)NCC(=O)NCCOc2ccc(C)cc2)cc1 | -7%
CCCOc1cccc(-c2nc(C(=O)NCC)cs2)c1 | ?
CC1CCCN(S(=O)(=O)c2ccc(Cl)s2)C1 (stereo not drawn) | 4%
COc1ccc2cnn(CC(=O)N(Cc3ccccc3)Cc3ccccc3)c(=O)c2c1OC | -19%

Given tab-delimited: part of the list above
Molecule	KDM5B inh
Cc1ccc(-c2nc3c4ccccc4n(CC(=O)NCc4ccc(F)cc4)c(=O)n3n2)cc1	-5%
O=C(Cn1c(=O)n(-c2ccccc2)c(=O)c2sc3ccccc3c21)NC1CCCC1	?
CCn1nc(C(=O)N(C)CCOc2cccc(C)c2)c2ccccc2c1=O	-8%
